Screening results (PubChem)
LGR2 inh – inhibitors of bursicon-induced LGR2 CRE-luciferase signal, primary screen, cell-based, HEK293, CRE-luciferase reporter, bursicon stimulation; bursicon-stimulated, 4 h; inhibition, % at 9.99 µM; hit rate 0.35% among 380,000; AID 720647, 2013;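 active = drop in luminescence signal, shown as inhibition above about 50% in the replicate tests, limit read from the data, passing the limit was not always enough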;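 note: agonist challenge used bursicon conditioned medium at about half maximal strength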
PAX8 reporter – inhibitors of PAX8-driven TPO luciferase reporter, primary screen, RMG-I cells, single concentration; SteadyGlo, 24 h; inhibition, % at 12.6 µM; hit rate 1.2% among 360,000;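 active = mean replicate inhibition at least 60% with every replicate also reaching 60%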;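 note: luciferase light reporting Pax8 driven TPO promoter activity; plate controls were median of neutral control wells for no effect and mitoxantrone controls for full effect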
FN deposition inh – inhibitors of fibronectin matrix deposition, primary screen, AH1F cells, Alexa488-fibronectin fluorescence, plate reader. AH1F fibroblasts, overnight. inhibition, % at 12.6 µM. hit rate 0.086% among 350,000;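 active = mean inhibition across replicates of 30% or more, regardless of how many single replicates reach that level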;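 note: positive control wells lacked labelled fibronectin entirely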
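Assay system: AH1F fibroblasts / Quantity: 10000 cells per well / Medium: DMEM plus 2% serum, read in PBS / Reagent: labelled fibronectin 24 nM / Dosing: single dose, pinned / Times: 1 h cell attachment, overnight exposure to compound and label / Signal: fluorescence, ex 485 nm, em 525 nm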
miR122 inh – miR-122 Renilla sensor signal increase in Huh7, primary screen, miR-122 inhibitor project, cell-based, single point, plate reader; Huh7 miR-122 Renilla luciferase sensor, 48 h; neutral wells = 0, positive control = 100; activation (reporter increase), % at 12.5 µM; hit rate 0.3% among 340,000; AID 602342, 2012;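 active = mean replicate activation score at least 90 and every replicate individually at or above 90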;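 note: higher luciferase means less miR-122 activity so hits act as miR-122 inhibitors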
CASP6 VEID inh – human caspase-6 inhibitors, primary screen, biochemical, VEID-R110 fluorescence, single point, set 2. P55212. purified caspase-6, Z-VEID-R110 cleavage fluorescence. inhibition, % at 12.5 µM. hit rate 0.53% among 350,000. AID 686996, 2013;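 active = mean inhibition across replicates at least about 35%, with every replicate also reaching that limit, limit read from the data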;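 note: 0% = median of neutral control wells and 100% = no fluorescence left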
Target sequence (P55212 24-179 limits assumed): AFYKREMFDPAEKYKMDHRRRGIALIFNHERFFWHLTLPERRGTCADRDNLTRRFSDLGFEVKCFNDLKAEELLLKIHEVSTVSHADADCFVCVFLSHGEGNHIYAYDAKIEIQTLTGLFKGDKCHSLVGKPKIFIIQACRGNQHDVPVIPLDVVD
Target sequence (P55212 194-293 limits assumed): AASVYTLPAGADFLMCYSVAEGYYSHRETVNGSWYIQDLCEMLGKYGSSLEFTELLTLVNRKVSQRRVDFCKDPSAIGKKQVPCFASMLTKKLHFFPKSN
Cneo AK release – Cryptococcus neoformans cell lysis inducers, primary screen, AK release luminescence, single concentration; AID 651654, 2012; C. neoformans lysis, adenylate kinase release luminescence, 4 h; normalised: neutral wells 0, clomiphene wells 100; hit rate 0.2% among 360,000; lysis activity, % at 15 µM;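 active = mean lysis activity across replicates of at least 80%, whatever share of replicates individually reach that level; inactive = mean lysis activity below 80%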
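Assay system: log-phase C. neoformans yeast / Quantity: yeast cell density of 5 × 10^6 cells/mL / Medium: fresh YPD growth medium / Compound: single dose / Timing: static 4 h at 37 °C with compound, 1 h detection / Measured by: adenylate kinase release luminescence / Read-out: lysis from increased AK signal / Benchmarks: Clomiphene as positive lysis control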
EWS-Fli block – EWS/Fli-driven NR0B1 reporter inhibitors, primary screen, A673 cells, NR0B1 luciferase, luminescence, MLPCN library; viability-normalised; inhibition, % at 12.6 µM; hit rate 0.67% among 350,000;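 active = mean inhibition of at least 50% after viability correction, with every replicate also passing that limit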;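 note: firefly luciferase signal divided by Alamar Blue viability fluorescence both relative to DMSO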
PGC1a acetyl inh – inhibitors of PGC1a acetylation signal, primary screen, cell-based, U2OS, AlphaScreen, inhibitor mode | AlphaScreen anti-acetyl-lysine; with virally co-expressed GCN5 acetyltransferase | inhibition, % at 15.6 µM | hit rate 0.17% among 350,000;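 active = every replicate shows inhibition of at least 40%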;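 note: 0% = neutral control wells and 100% = positive control wells; some results beyond the cut were filed as inactive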
The depositor's hits bear a star; nt = no result given; & = joins results of further samples; [ ] = another dose, or the depositor's remark.

Screens in order: Cneo AK release	PAX8 reporter	FN deposition inh	CASP6 VEID inh	EWS-Fli block	LGR2 inh	miR122 inh	PGC1a acetyl inh
- Cc1ccnc(NC(=O)C2CCN(S(=O)(=O)c3ccc4c(c3)CC(C)N4C(=O)C3CCC3)CC2)c1 (configuration not stated)
→ -2	1	-1	0	3	0	4	nt
- COCCNC(=O)C1(C)CCCN(C(=O)c2ccc(-c3ccccc3)cc2)C1 (configuration not stated)
→ -1	-3	-7	0	-5	11	-4	-5
- C=CCc1ccc(OC)c(OC)c1
→ -1	nt	nt	0	2	nt	-5	-1
- CC(C)NC(=O)N(O)C1N(Cc2ccc3c(c2)OCO3)C(=S)SC1(C)C (configuration not stated)
→ 3	nt	nt	nt	nt	-19	18	-14
- Cc1csc(SCC(=O)NCc2cccc(Cl)c2)n1
→ nt	-9	7	-3	3	8	-1	-3
- CC(C)(C)C1CCc2onc(C(=O)Nc3cccc(O)c3)c2C1 (configuration not stated)
→ nt	nt	nt	1	-12	-11	nt	7
- C[C@H](NC(=O)c1nc[nH]c1C(=O)N[C@@H](Cc1ccccc1)C(=O)OCc1ccccc1)c1ccccc1
→ 0	1	-17	4	-8	6	nt	nt
- N#C[C@@H]1[C@H](c2ccc(C3=CCCC3)cc2)[C@@H](CO)N1C(=O)c1ccccn1
→ -2	14	-11	2	14	16	nt	5
- COc1ccc(CCNS(=O)(=O)c2cn(C)cn2)cc1OC
→ 0	-26	15	4	1	-10	-4	3
- CCc1cccc(NC(=O)C2CCCN(c3cnccn3)C2)c1 (configuration not stated)
→ 1	-3	4	1	-3	12	0	14
- COc1ccc(-c2c(C)nn3c(N)c(-c4ccccc4)cnc23)cc1OC
→ -5	-10	14	1	-4	-14	-45	-7
- COc1ccc(CCNC(=O)c2cc([N+](=O)[O-])ccc2N2CCOCC2)cc1
→ nt	9	2	1	-4	-4	nt	nt
- Cc1cc(C)c(NC(=O)CSc2nc(COc3ccccc3)nc3ccccc23)c(C)c1
→ 1	nt	nt	nt	10	-4	2	-7
- CCc1cc(C(=O)OC)c(NC(=O)CC2SC(N)=NC2=O)s1 (configuration not stated)
→ nt	1	nt	-1	1	-3	nt	nt
- COCCn1c(=S)[nH]c2cc(C(=O)N3CC(C)CC(C)C3)ccc2c1=O (configuration not stated)
→ -2	-2	5	1	12	9	-5	6
- CC(C)c1onc(C(=O)NCCc2ccccc2)c1[N+](=O)[O-]
→ nt	-46	5	2	-14	5	nt	nt
- c1csc(-c2csc(-c3cccs3)n2)c1
→ 0	-152	3	nt	nt	nt	17	nt
- C[C@]12CCC(=O)C=C1C=CC1C2CC[C@@]2(C)C1CC[C@@]21CCC(=O)O1 (some centres not stated)
→ 0	12	2	3	-35	nt	0	-2
- Cc1ccc(NC(=O)c2cnccn2)c(OC(F)F)c1
→ 1	nt	0	nt	nt	nt	-4	6
- O=C(O)/C=C/C(=O)NNC(=O)c1cc(-c2ccccc2)n[nH]1
→ nt	17	4	4	23	29	nt	nt

Record cards (already shown). Order of values: Cneo AK release	PAX8 reporter	FN deposition inh	CASP6 VEID inh	EWS-Fli block	LGR2 inh	miR122 inh	PGC1a acetyl inh
`COc1ccc(CCNC(=O)c2cc([N+](=O)[O-])ccc2N2CCOCC2)cc1` is listed with nt	9	2	1	-4	-4	nt	nt
`O=C(O)/C=C/C(=O)NNC(=O)c1cc(-c2ccccc2)n[nH]1` is listed with nt	17	4	4	23	29	nt	nt

Carrying on.
Screens in order: Cneo AK release	PAX8 reporter	FN deposition inh	CASP6 VEID inh	EWS-Fli block	LGR2 inh	miR122 inh	PGC1a acetyl inh
- O=C(NCCCN1CCOCC1)c1cc2c([nH]c3ccccc32)c(-c2cccc(Br)c2)n1
→ 2	nt	nt	1	16	5	-3	-29
- COc1ccc(CCNC(=O)c2ccncc2)cc1OC
→ 0	nt	nt	nt	nt	-4	-6	-1
- CC(C)C#Cc1cnc2c(c1)C(=O)N([C@@H](C)CO)C[C@@H](C)[C@@H](CN(C)Cc1ccccn1)O2
→ -2	-9	6	1	-9	-9	15[16.7 µM]	-23
- COc1ccc(OC)c(N(CC(=O)NCCSc2ccccc2)S(C)(=O)=O)c1
→ 0	0	-4	nt	nt	nt	-1	0
- O=C(COC(=O)c1cc([N+](=O)[O-])ccc1NCCO)Nc1cccnc1Cl
→ 2	-8	nt	11	-1	-16	nt	-1
- O=[N+]([O-])c1ccc(Sc2ncc3ccccn23)nc1
→ nt	12	10	-3	-4	-3	nt	nt
- O=C(O)c1cccc(-n2cccc2/C=C2/NC(=O)N(c3ccc(Cl)cc3)C2=O)c1
→ nt	-40	-3	84*	-7	-10	nt	0
- CO[C@H]1CN(C)C(=O)c2cc(NC(=O)C3CC3)ccc2OC[C@@H](C)N(C(=O)c2ccccc2)C[C@@H]1C
→ -9	5	3	0	-8	1	nt	11
- CNC[C@H]1Oc2c(NS(=O)(=O)c3ccc(F)cc3)cccc2C(=O)N([C@H](C)CO)C[C@@H]1C
→ 1	29&-3	15	0	-3&-3	0&1	-2[16.7 µM]	1&-5
- CCC(=O)N1CCCc2ccccc21
→ nt	3	3	-2	5	-7	nt	-9
- O=C1CCC/C=C\C[C@@H](CC(=O)N(CCO)Cc2ccccc2)C(=O)N[C@H](Cc2c[nH]c3ccccc23)CO1
→ 0	-1	-11	-2	-3	-6	nt	nt
- COc1ccccc1C(=O)NC(=S)Nc1ccc(N2CCCC2)cc1
→ nt	-32	4	0	-13	nt	nt	nt
- O=C(Nc1ccc(F)cc1)N[C@@H]1CC[C@H](CCn2cc(-c3ccccc3F)nn2)O[C@@H]1CO
→ -6	nt	-8	0	10	1	nt	9
- C[C@H](CO)N1C[C@H](C)[C@@H](CN(C)S(C)(=O)=O)Oc2c(NC(=O)c3ccc(-c4nccs4)cc3)cccc2C1=O
→ -3	nt	nt	-5	3	9	5[16.7 µM]	2
- O=C(Cn1cc([N+](=O)[O-])ccc1=O)N1CCCc2ccccc21
→ -1	0	-5	3	3	6	nt	nt
- Cc1ccnc(NS(=O)(=O)c2ccc(NC(=O)c3cc(=O)c4ccccc4o3)cc2)n1
→ -3	-6	1	0	-4	-14	1	6
- CCc1cccc(NC(=S)N(CCN(C)C)C2CCN(C(C)C)CC2)c1
→ 1	20	4	-29	12	25	nt	6
- CCCn1c(CN2CCN(C(=O)OCC)CC2)nc2cc(NC(C)=O)ccc21
→ -2	-13	4	-1	-2	9	0	0
- Nc1nc(Nc2ccccc2)nc(NC2CCCCC2)c1[N+](=O)[O-]
→ 4	12	9	-2	-4	0	17	nt
- CCCCN1C(N)=NC[C@@H]1CCCCN
→ 0	8	1	-42	-4	8	-4	-4
- C=CCN1C(=O)C2(c3ccccc31)C1CCCC=C1C(C#N)=C(N)C2(C#N)C#N (configuration not stated)
→ -2	nt	2	nt	nt	nt	4	-3
- C[C@@H]1CCCCO[C@@H](CN(C)S(=O)(=O)c2cccs2)[C@H](C)CN([C@@H](C)CO)C(=O)c2cc(NS(=O)(=O)c3ccc(Cl)cc3)ccc2O1
→ 1	70*	-6	1	-2	10	-6[16.7 µM]	-13
- CN1C(=O)c2ccccc2NC(=O)[C@]12O[C@@H]2c1cccc(O)c1
→ 2	nt	nt	6	35	-17	-14	-8
- CCOc1ccc(C(C)NC(=O)c2ccc3c(c2)NC(=O)C(C)S3)cc1OCC (configuration not stated)
→ 0	4	7	-1	4	-39	-1	-10
- CCOC(=O)C1=C(C)N=c2s/c(=C\c3ccc(O)c([N+](=O)[O-])c3)c(=O)n2C1c1ccccc1OC (configuration not stated)
→ -2	-8	-9	3	16	0	0	6
- CC(C)c1ccccc1NC(=O)COC(=O)Cc1cccc(C(F)(F)F)c1
→ nt	6	-2	-2	-6	-7	nt	nt
- CCCNC(=O)N(C)C[C@H]1Oc2cc(C#CCC(C)C)ccc2S(=O)(=O)N([C@@H](C)CO)C[C@@H]1C
→ 0	nt	-11	2	8	5	37[16.7 µM]	-2
- C[C@@H]1CN([C@@H](C)CO)C(=O)c2cc(NS(=O)(=O)c3ccccc3)ccc2O[C@H]1CN(C)C(=O)Nc1ccccc1
→ -7	-4	nt	-1	-2	8	-2[16.7 µM]	11
- COc1ccc(NC(=S)Nc2cc(C)[nH]n2)cc1Cl
→ nt	-122	-1	-3	-64	-32	3	0
- CSc1ccccc1C(=O)N(C)Cc1ccccc1
→ -1	2	-10	0	1	5	nt	4
- NC(=O)c1ccsc1NC(=O)COC(=O)c1ccc([N+](=O)[O-])o1
→ 1	-21	-1	4	-5	-7	1	0
- O=C(NCc1ccco1)c1cc(S(=O)(=O)NC2CC2)ccc1Br
→ nt	nt	2	1	5	14	-9	27
- CCN(C(=O)c1cc2c(=O)n3ccccc3nc2n1CCCOC)C1CCCCC1
→ 0	17	5	2	-2	-11	2	-4
- O/N=C\c1cccn1-c1ccc(Br)cc1
→ -1	nt	nt	nt	nt	-10	-3	2
- COc1ccc2c(=O)cc(C(=O)O)oc2c1
→ nt	-13	5	1	9	-6	nt	11
- O=S(=O)(c1ccc(F)cc1)N1CC[C@H]2[C@H](CO)Nc3ccc(-c4ccc(F)cc4)cc3[C@H]21
→ -4	6	-21	nt	-3	-7	-6[16.7 µM]	2
- Cc1ccc(S(=O)(=O)N2C[C@@H]3CCCC[C@@H]3[C@@H](C)[C@H]2c2cn(Cc3ccccc3)c3ccc(F)cc23)cc1
→ 0	29	nt	-2	-5	2	nt	nt
- CCOC(=O)c1nnn(-c2nonc2OC)c1-c1ccccc1
→ -1	-5	-1	nt	nt	nt	8	nt
- CN1CCN(C(=O)C[C@@H]2CC[C@@H]3[C@H](COc4ccc(NC(=O)C5CC5)cc4C(=O)N3C)O2)CC1
→ -3	-15	4	0	-3	-12	-8[16.7 µM]	5
- C[C@H](CO)N1C[C@H](C)[C@@H](CN(C)C(=O)NC2CCCCC2)OCCCC[C@H](C)Oc2ccc(NS(=O)(=O)c3cccs3)cc2C1=O
→ -1	10	nt	2	7	15	6[16.7 µM]	-6
- CCOc1ccccc1/C=N/OCC(=O)NCc1ccc(F)cc1
→ nt	12	7	-2	0	10	nt	nt
- COC(=O)c1ccc(COc2ccccc2OC)o1
→ -1	-3	-1	3	-7	-9	-12	3
- CNC[C@H]1Oc2ccc(NS(=O)(=O)c3c(C)noc3C)cc2C(=O)N([C@@H](C)CO)C[C@H]1C
→ 8	-1	-3	-1	0	26	-14[16.7 µM]	3
- COc1ncnc2c1ncn2CCCNC1CCN(Cc2ccccc2)CC1
→ -2	-3	8	-25	5	-3	2	nt
- Nc1c(NC(=O)CC[n+]2ccccc2)cccc1[N+](=O)[O-]
→ nt	23	-8	-16	-11	nt	nt	nt
- COCC(=O)N1CCCCN2[C@H](CO)[C@@H](c3ccc(-c4cccc(C)c4)cc3)[C@H]2C1
→ -1	-3	nt	-1	-2	-6	-4[16.7 µM]	-1
- CCOC(=O)c1c(NC(=O)COc2ccccc2F)sc2c1CC(C)(C)NC2(C)C
→ 0	6	4	-2	-15	2	-2	-3
- COc1ccc(-c2csc(Nc3ccccn3)n2)cc1OC
→ -4	-120	0	3	-91	-54	3	-3
- CCOC(=O)[C@H]1[C@H]2COc3ccc(Cl)cc3[C@@H]2N2C(=O)CN(Cc3ccco3)C(=O)[C@@]12C
→ -1	10	8	5	0	-11	0	-3
- C=CCn1c(N2CCN(c3ccc(OC)cc3)CC2)nc2c1c(=O)[nH]c(=O)n2C
→ 2	19	3	1	-2	1	3	-6
- O=C1CCC(C(=O)N2CCC(CO)CC2)CN1Cc1ccc(Cl)cc1 (configuration not stated)
→ 0	12	nt	-3	nt	9	12	2
